Yeast superoxide – yeast age-related superoxide inhibition as caloric restriction mimetic; S. cerevisiae aged cells, superoxide DHE fluorescence; active compounds read low; superoxide response (% of plate mean), % at 10 µM; 330,000 compounds, 0.18% hits;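 active = superoxide response under a set limit, about three screen SD below normal, cut at about 65% in these data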;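 note: yeast aged for seven days with compound at 30 °C before DHE staining; 100% = average MFI of all compound-treated wells on the plate with controls excluded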
VLA-4 inh – inhibition in a human VLA-4 binding assay; VLA-4 expressing cells, ligand binding flow cytometry; inhibition, % (about 7 µM as worked out from the volumes in the protocol); 330,000 compounds, 0.2% hits; AID 2557; in the data active = inhibition above about 50%
GRK2 inh – inhibitors of human GRK2 displacing RNA aptamer. P25098. bead flow cytometry, FAM-aptamer displacement from GRK2. inhibition of aptamer binding, % at 10 µM. 330,000 compounds, 0.59% hits. AID 488847;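 active = inhibition of aptamer binding above 40%, roughly 3 SD of noise, on plates passing a quality check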;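 note: median bead fluorescence of bound FAM aptamer so fluorescent compounds give negative values; no value below 0 was filed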
Target sequence (P25098 whole entry, looked up): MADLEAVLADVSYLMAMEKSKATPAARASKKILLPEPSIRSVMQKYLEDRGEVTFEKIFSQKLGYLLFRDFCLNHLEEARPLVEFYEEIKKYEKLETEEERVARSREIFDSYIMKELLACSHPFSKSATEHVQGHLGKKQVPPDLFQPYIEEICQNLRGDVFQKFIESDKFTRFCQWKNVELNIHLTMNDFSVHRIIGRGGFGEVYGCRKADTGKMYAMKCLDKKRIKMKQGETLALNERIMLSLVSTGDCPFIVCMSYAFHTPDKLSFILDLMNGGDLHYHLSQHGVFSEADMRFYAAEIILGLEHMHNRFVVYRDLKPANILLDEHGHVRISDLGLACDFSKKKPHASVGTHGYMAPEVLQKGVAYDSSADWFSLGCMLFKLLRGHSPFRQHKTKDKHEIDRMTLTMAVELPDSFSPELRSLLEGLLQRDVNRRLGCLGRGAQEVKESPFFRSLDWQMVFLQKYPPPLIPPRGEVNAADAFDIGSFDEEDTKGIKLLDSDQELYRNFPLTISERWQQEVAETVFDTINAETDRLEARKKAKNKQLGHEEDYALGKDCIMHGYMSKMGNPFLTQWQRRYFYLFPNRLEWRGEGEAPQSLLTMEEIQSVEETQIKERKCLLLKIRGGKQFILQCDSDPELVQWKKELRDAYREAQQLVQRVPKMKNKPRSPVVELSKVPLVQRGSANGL
AGP1-GFP MLPCN – alters AGP1-GFP fluorescence in TOR pathway yeast screen; S. cerevisiae AGP1-GFP multiplex flow cytometry, 3 h; GFP as percent of DMSO wells; GFP response vs DMSO, % at 10 µM; 320,000 compounds, 0.02% hits; AID 2066;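 active = GFP response relative to DMSO above a set limit, near screen average plus 3 SD, cut at about 150% in these data; inconclusive = fewer than 70 cells counted for the yeast strain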;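 note: median GFP channel fluorescence of the gated AGP1 strain per well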
LAP4-GFP MLPCN – alters LAP4-GFP fluorescence in TOR pathway yeast screen | AID 2023 | 320,000 compounds, 0.34% hits | GFP response vs DMSO, % at 10 µM | S. cerevisiae LAP4-GFP multiplex, flow cytometry GFP, 3 h; median GFP as percent of DMSO wells;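 active = GFP response vs DMSO above a set limit, about the screen mean plus 3 SD, cut at about 150% in these data; inconclusive = under 70 cell events counted for the yeast strain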
CIT2-GFP yeast – alters CIT2-GFP fluorescence in TOR pathway yeast screen; S. cerevisiae CIT2-GFP strain, flow cytometry, 3 h; 100 means same as DMSO wells; 320,000 compounds, 0.065% hits; GFP response vs DMSO, % at 10 µM;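 active = GFP response relative to DMSO above a set limit, near the screen mean plus 3 SD, cut at about 150% in these data; inconclusive = Fewer than 70 cells measured for a yeast strain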;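 note: ratio of well median GFP fluorescence to mean of DMSO wells on the plate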
RPL19A-GFP yeast – modulators of TOR pathway RPL19A-GFP in S. cerevisiae; S. cerevisiae RPL19A-GFP strain, flow cytometry, 3 h; active compounds read low; percent response vs DMSO, % at 10 µM; 330,000 compounds, 0.3% hits; AID 2025;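 active = percent response vs DMSO below 50%; inconclusive = fewer than 70 events counted for the yeast strain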;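 note: median channel GFP fluorescence of the barcoded RPL19A-GFP strain; ratio of sample median GFP to plate DMSO average so 100% = DMSO; lower means less RPL19A-GFP as with rapamycin TOR inhibition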
MEP2-GFP yeast – alters MEP2-GFP fluorescence in TOR pathway yeast screen; S. cerevisiae MEP2-GFP strain, flow cytometry GFP, 3 h; 100% = DMSO control level; GFP response vs DMSO, % at 10 µM; 330,000 compounds, 0.51% hits; AID 2016;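 active = GFP response versus DMSO above a set limit, roughly screen mean plus 3 SD, cut at about 180% in these data; inconclusive = fewer than 70 cells counted for a yeast strain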;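 note: median GFP fluorescence of the barcode-gated MEP2-GFP cells per well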
* marks the source's active call; other numbers are inactive results; ? = inconclusive; / = no result given; [ ] = another dose, or the depositor's remark.

SMILES	Yeast superoxide	VLA-4 inh	GRK2 inh	AGP1-GFP MLPCN	LAP4-GFP MLPCN	CIT2-GFP yeast	RPL19A-GFP yeast	MEP2-GFP yeast
C[C@H](CO)N1C[C@H](C)[C@H](CN(C)S(=O)(=O)c2cccs2)Oc2ccc(NC(=O)Nc3ccc4c(c3)OCO4)cc2CC1=O	98	-1	2	102	107	100	96	93
O=C(CCC1CCCN(C(=O)c2ccsc2)C1)N1CCN(c2ccccn2)CC1 (stereo not drawn)	102	17	1	103	92	76	96	94
CCOC(=O)C1CCN(C(=O)CN(c2ccc(Oc3ccccc3)cc2)S(C)(=O)=O)CC1	99	0	4	101	102	98	96	99
O=C1CN(C(=O)c2ccccc2)C(c2ccccc2)c2cc(Cl)ccc2N1 (stereo not drawn)	102	3	2	97	96	96	100	105
COC(=O)NCc1cc2cc(Cl)ccc2[nH]1	82	-2	0	84	94	95	89	92
Cc1cccc(N=C2NN=C(c3ccc4c(c3)OCCO4)CS2)c1	85	-10	0	97	98	101	96	103
Cc1nn2c(NC(C)C)c3c(nc2c1-c1ccccc1)CCC3	94	-2	2	/	/	/	105	113
CCCCNC(=O)CSc1nc2cc3c(cc2c(=O)n1CCC(=O)NCCc1ccc(OC)c(OC)c1)OCO3	94	3	0	101	98	99	99	102
CC(C)Sc1ccc([N+](=O)[O-])cc1C(=O)Nc1ccncc1	100	1	2	110	93	103	103	99
CN1/C(=C/C2CC(=O)NC2=O)C(C)(C)c2ccccc21 (stereo not drawn)	83	-109	0	105	102	106	104	105
CCCCCC1CC(CC(=O)NC(=S)Nc2ccccc2Cl)C(=O)O1 (stereo not drawn)	110	3	0	99	100	100	104	104
COC(=O)CN(c1ccc(OC)cc1)S(=O)(=O)c1ccc(OC)c(OC)c1	109	6	0	100	103	104	99	103

3 entries out of the list, sorted by count of non-hydrogen atoms, highest first:
SMILES	Yeast superoxide	VLA-4 inh	GRK2 inh	AGP1-GFP MLPCN	LAP4-GFP MLPCN	CIT2-GFP yeast	RPL19A-GFP yeast	MEP2-GFP yeast
C[C@H](CO)N1C[C@H](C)[C@H](CN(C)S(=O)(=O)c2cccs2)Oc2ccc(NC(=O)Nc3ccc4c(c3)OCO4)cc2CC1=O	98	-1	2	102	107	100	96	93
CN1/C(=C/C2CC(=O)NC2=O)C(C)(C)c2ccccc21 (stereo not drawn)	83	-109	0	105	102	106	104	105
COC(=O)NCc1cc2cc(Cl)ccc2[nH]1	82	-2	0	84	94	95	89	92

Next section
SMILES	Yeast superoxide	VLA-4 inh	GRK2 inh	AGP1-GFP MLPCN	LAP4-GFP MLPCN	CIT2-GFP yeast	RPL19A-GFP yeast	MEP2-GFP yeast
COc1ccccc1OCC(=O)OCC(=O)NC1CCCCC1	110	-3	0	101	91	104	97	94
Cc1ncn(-c2ccccc2)c1-c1ccccc1	102	-11	0	82	108	88	97	83
NC(=O)N1CCC2(CC1)NC(=O)N(c1ccccc1)N2	98	0	11	102	100	111	100	97
CCCc1cc(=O)oc2c(C)c(OCC(=O)NC3CC(C)(C)NC(C)(C)C3)ccc12	93	18	0	96	95	94	94	97
Cc1cccc(C(=O)N/N=C/c2ccncc2)c1	98	20	5	108	109	98	103	99
Cc1cccc(C(=O)NCC(=O)OCC(=O)N2CC3(C)CC2CC(C)(C)C3)c1 (stereo not drawn)	98	37	0	103	96	103	105	101
Cc1ccc(C)c(-n2cc[nH]c2=S)c1	96	4	0	91	85	94	97	92
COC(=O)c1cc(S(=O)(=O)NCCCc2ccco2)c[nH]1	108	-1	5	93	92	98	99	99
O=C(CN1CCCC1)Nc1ccccc1C(=O)c1ccccc1	99	4	0	107	104	100	101	98
CN(CC(=O)Nc1ccccc1C(F)(F)F)C(=O)COc1ncnc2ccccc12	96	9	0	92	99	96	91	95
C/C(=N\NC(=O)CSc1nc2ccccc2o1)c1cccc(O)c1	85	5	1	102	108	96	95	98
Cc1cc(C)c[n+](-c2[nH]c(=O)sc2/C=N/NC([S-])=Nc2ccccc2)c1	93	10	0	98	97	94	103	75
COc1ccc(N2CCN(c3oc(-c4ccco4)nc3C#N)CC2)cc1	94	-1	0	92	114	93	92	94
CCN(CC(=O)Nc1cc(Cl)ccc1C)C(=O)CSCc1ccc(C)cc1	102	4	1	103	105	98	95	100
Cc1cccc(C)c1NC(=O)CNC(=O)C12CC3CC(CC(O)(C3)C1)C2	115	-2	0	95	101	90	96	86
C=CCc1c(C)nc(SCC(N)=O)[nH]c1=O	107	7	1	96	101	98	99	103
CCOC(=O)c1ccccc1NC(=O)CN(c1ccccc1)S(=O)(=O)N(C)C	92	9	1	98	100	95	96	101
COc1ccc(CC(=O)OCC(=O)N2CCN(S(=O)(=O)c3ccc(C)cc3C)CC2)cc1	109	-3	0	107	96	92	104	102
Cc1nc2scc(C)n2c(=O)c1S(=O)(=O)NCC1CCN(Cc2ccc(F)cc2)CC1	99	1	0	96	98	101	104	105
Cc1ccc(-n2c3c(c(O)c(-c4ccccc4)c2=O)C(=O)CC(C)(C)C3)cc1	90	-5	0	90[may fluoresce red]	101[may fluoresce red]	85[may fluoresce red]	?	111[may fluoresce red]
O=C(Nc1nc(-c2cc(F)ccc2F)cs1)c1ccccn1	99	9	2	99	106	94	100	91
CCOC(=O)C1(Cc2ccccc2C(F)(F)F)CCN(C2CCSC2)CC1 (stereo not drawn)	116	-4	0	102	102	98	99	101
COC(C(=O)NNC(=O)CCc1ccccc1)c1ccccc1 (stereo not drawn)	98	0	3	80	105	93	97	61
CC(C)c1cc(C(=O)N/N=C/c2ccoc2)cs1	98	3	1	104	111	87	90	97
COc1ccc(NS(=O)(=O)c2cc(C(=O)N3CCN(C/C=C/c4ccccc4)CC3)ccc2C)cc1	83	-7	0	103	101	99	100	98
COC(=O)c1ccc(NC(=O)CCS(=O)(=O)c2ccc(C)cc2)cc1	110	6	0	99	99	100	104	105
N#Cc1nc(-c2ccco2)oc1NCCN1CCOCC1	93	-8	0	104	106	106	100	102
Cn1nc(C(F)(F)F)c(C#N)c1N1CCN(c2cccc(C(F)(F)F)c2)CC1	109	-17	0	108	106	108	107	105
COc1ccc(NC(=O)c2ccc(COc3ccc(C)cc3)o2)cc1	77	17	3	107	104	106	104	118
COc1cccc(C(=O)NCC2(c3ccccc3)CCCC2)c1OC	105	14	2	96	100	108	101	105
O=C(CSC1=NCCS1)N1CCc2ccccc21	100	3	0	105	114	93	106	105
CNC(=O)N(O)C1N(/N=C/c2ccc(N(C)C)cc2)C(=S)SC1(C)C (stereo not drawn)	98	8	0	98	89	103	104	104
O=C(NCc1ccc(F)cc1)c1ccc(N2CCc3ccccc32)c([N+](=O)[O-])c1	96	-4	0	90	98	97	96	101
Cc1c(C(=O)Nc2c(F)cc(F)cc2Br)sc2ncn(CC(=O)N3CCCC3)c(=O)c12	89	7	1	94	98	98	97	108
O=[N+]([O-])c1ccc2nc(-c3cccnc3)[nH]c2c1	101	5	4	95	86	94	99	98
COc1ccccc1N1CCN(C(=O)CN(C)S(=O)(=O)c2cc(C)ccc2OC)CC1	110	0	0	103	97	96	94	102
Cc1ccc(NC(=O)CCNC(=O)c2ccccc2Cl)cc1S(=O)(=O)N1CCOCC1	91	-16	3	101	104	106	102	104
CS(=O)(=O)N(CCCC(=O)N1CCCCCC1)c1cccc(Cl)c1	115	-5	0	94	86	98	94	87
NC(=O)Cn1c(-c2nonc2N)nc2ccccc21	97	7	0	95	85	97	102	98
COc1ccc(C2=NO[C@@H]3C(=O)N(c4c(C)cccc4C)C(=O)[C@H]23)cc1OC	96	9	1	109	100	104	105	106
Cc1ccc(C(=O)N/C(=C\c2ccc3c(c2)OCO3)C(=O)Nc2ccc(C(=O)O)cc2)cc1	101	5	3	106	100	/	100	101
NC(=O)c1nnn(-c2cccc(C(F)(F)F)c2)c1-c1ccccc1	88	0	0	102	102	100	97	91
S=C(NCCc1ccncc1)Nc1ccccc1	105	13	2	105	111	94	98	96
NC(=S)c1cnn2c(-c3cccc(C(F)(F)F)c3)ccnc12	111	-7	0	92	105	97	103	102
CCC1(c2ccccc2)NC(=O)N(C)C1=O (stereo not drawn)	93	46	0	100	110	96	98	102
Cc1noc(C)c1S(=O)(=O)Nc1ccccc1OC(F)(F)F	77	-2	1	106	116	100	103	100
COc1ccc(C2(c3ccc(OC)cc3)NC(=O)N(CC(=O)NC3(C#N)CCCC3)C2=O)cc1	111	6	0	90	94	88	90	89
CCCCNc1c(N)n(CC(C)C)c(=O)[nH]c1=O	90	20	5	102	97	108	100	99
COc1ccc(-c2cn(Cc3ccc([N+](=O)[O-])cc3)nn2)cc1	105	7	0	100	101	90	100	99
CCOC(=O)Cc1csc(NC(=O)c2cc3c(s2)CCCC3)n1	110	-12	0	92	103	88	97	93
Cc1nnc(SCC(=O)Nc2cc(C(F)(F)F)ccc2N2CCOCC2)o1	91	27	2	105	92	100	95	103
COc1ccccc1NC(=O)C1CC(O)CN1C(=O)Oc1ccccc1 (stereo not drawn)	103	-13	2	102	96	107	103	99
Cc1ccc(C)c(OC(=O)c2ccncc2)c1	95	-10	0	97	99	118	101	105
CN(C)CCNC(=O)COc1cccc2c1OC(C)(C)C2	94	-2	0	106	92	103	99	?
CC(=O)Nc1ccc(NC(=O)c2ccc(NC(=O)c3ccccc3)cc2)cc1	107	7	0	94	67	93	100	85
CN(CC(=O)NC1CCCCCCC1)S(=O)(=O)c1cnc[nH]1	96	2	0	98	105	88	95	93
O=S(=O)(CS(=O)(=O)c1ccc(Cl)cc1)c1ccc(Cl)cc1	99	-6	2	91	104	83	94	93
COc1cc(/C=C(\C#N)C(=O)Nc2ccc3ccccc3c2)c([N+](=O)[O-])cc1OC	97	-8	0	100	100	100	99	110
CSc1cccc(NC(=O)C2CCCN2S(=O)(=O)c2ccc(Br)s2)c1 (stereo not drawn)	106	18	0	82	100	96	98	103
Cc1c(NC(=O)c2cc3c(=O)n4ccccc4nc3s2)c(=O)n(-c2ccccc2)n1C	92	7	2	115	111	100	105	109

Next part
SMILES	Yeast superoxide	VLA-4 inh	GRK2 inh	AGP1-GFP MLPCN	LAP4-GFP MLPCN	CIT2-GFP yeast	RPL19A-GFP yeast	MEP2-GFP yeast
CC(NC(=O)c1ccc(OC2CCN(C(=O)c3cccnc3)CC2)cc1)C1CC1 (stereo not drawn)	99	-9	15	104	105	118	100	102
O=C(CN1CCN(c2ccc(F)cc2)CC1)NCc1ccc(Cl)cc1	94	-2	1	100	93	103	95	97
Cc1ccc(-n2cc(CN3CCC(O)(c4ccccn4)CC3)c(-c3ccc(F)cc3)n2)cc1	95	6	0	115	111	104	108	104
CCOc1ccc(C(=O)Nc2ccccc2CC)cc1[N+](=O)[O-]	89	15	2	103	113	97	103	116
S=C(NC1CC1)N1CCN(C(=S)NC2CC2)CC1	101	3	0	100	97	98	102	106
Cn1c(=O)c2c(nc(NC3CCCC3)n2C)n(C)c1=O	91	-4	0	96	96	94	99	105
Oc1ccc(C=Nc2cccc3ccccc23)c(O)c1	106	-13	0	98	97	101	100	102
O=c1c2cnn(-c3ccccc3Cl)c2ncn1Cc1cccnc1	115	0	0	103	109	99	100	119
Cc1cccn2c(=O)c3cc(C(=O)NCC4CCCO4)c(=N)n(C4CCCC4)c3nc12 (stereo not drawn)	107	20	1	?	64[may fluoresce violet]	?	24*[may fluoresce violet]	?
CC1CCCN(c2ccc(C(=O)Nc3cccnc3)cc2[N+](=O)[O-])C1 (stereo not drawn)	96	-3	1	89	96	84	87	83
CCOC(=O)CC(C(=O)OCC)P(=O)(c1ccccc1)c1ccccc1 (stereo not drawn)	96	4	0	94	96	100	101	97
O=C(CN1c2ccccc2Sc2ccccc21)NNC(=O)Nc1ccc(Cl)cc1	98	1	0	88	89	84	100	92

Rows are unselected, and some 1.7% of all compounds hit somewhere here.
